NCI-60 one-dose screen, 48 h, at 10 µM unless noted. Numbers give growth in % (100 = growth as untreated, 0 = no growth, -100 = all killed).
DU-145 – DU-145 prostate cancer. 4.2% of 81,000 active. AID 1794760
SF-295 – SF-295 CNS cancer cells. 5.6% of 79,000 active
SF-539 – SF-539 CNS cancer. 6.8% of 81,000 active. AID 1794752
SF-268 – SF-268 CNS cancer cells; 3.1% of 82,000 active; AID 1794759
HCC-2998 – HCC-2998 colon cancer. 4.7% of 79,000 active
PC-3 – PC-3 prostate cancer cells | 3.9% of 80,000 active | AID 1794754
SNB-75 – SNB-75 CNS cancer. 5% of 79,000 active
U251 – U251 CNS tumor cells; 5.4% of 80,000 active
SNB-19 – SNB-19 CNS cancer cells. 2.5% of 81,000 active
* marks the source's active call; other numbers are inactive results; . = no result given; & = joins results of further samples. The calls were made as follows: active = growth percent below 10; inactive = the rest.

SMILES	DU-145	SF-295	SF-539	SF-268	HCC-2998	PC-3	SNB-75	U251	SNB-19
Cc1c(C(=O)/C=C/c2cc3ccccc3n3nnnc23)nnn1-c1ccc([N+](=O)[O-])cc1	113	96	104	102	108	97	90	99	100
CS(=O)(=O)n1cc2c(n1)CN([C@H]1CO[C@H](c3cc(F)ccc3F)[C@@H](N)C1)C2	125	101	116	99	92	99	.	105	96
OCCN1CCN(c2cc(-c3cccc(OC(F)(F)F)c3)nc3ccc(N4CCCC4)cc23)CC1	58	72	66	67	23	26	54	29	74
O=C(NC1(N2CCOCC2)CC1)c1ccc(Cl)cc1	117	99	99	105	97	93	100	108	99
COC(=O)C(Cc1ccccc1)NC(=O)CCCNC(=O)OCc1ccccc1 (configuration not stated)	105	103	103	100	97	96	90	93	103
COc1ccc(-c2nc3sc(C4CC4)nn3c2/C=C2/C(=O)Nc3ccc(OC)cc32)cc1	62	83	25	76	104	58	-2.4*	73	67
C(=N/OCc1ccccc1)/c1ccncc1	122	59	101	111	87	63	98	99	92
O=C(NN1C(=O)CCC1=O)c1ccc(Nc2ncnc3c2cnn3-c2cccc(F)c2)cc1	113	.	99	93	106	94	84	103	103
CCN1CCN(C(=O)CC[C@@H](C)[C@H]2CC[C@H]3[C@@H]4CC[C@@H]5/C(=C\c6ccco6)C(=O)/C(=C\c6ccco6)C[C@]5(C)[C@H]4CC[C@]23C)CC1	107	98	102	94	113	72	81	.	93
CCCCCC/C=C\CCCCCCCCOc1cccc(CCOP(=O)(O)OCC[N+](C)(C)C)c1	105	65	97	67	73	26	82	58	52
CSc1nnc(N)s1	124	106	105	.	114	96	101	104	110
COc1cccc(Cc2nn3cc(-c4ccccc4)nc3s2)c1	94	103	102	89	104	97	100	99	102
COc1ccc(/C(=N\NC(N)=S)c2ccc(F)cc2)cc1OC	106	107	96	97	94	98	93	110	98
Nc1nc2ccccc2c2c(=O)c3cccc(Cl)c3sc12	95	98	88	102	63	78	89	77	93
O=C1OC2Oc3ccccc3C(O)=C2C=C1c1ccc(F)cc1 (configuration not stated)	112	98	114	93	131	91	116	93	102
O=C(Nc1ccccc1C(F)(F)F)C1=NCCCCN1	106	94	96	97	102	96	88	103	98
CCCOC(=O)c1ccc(Cl)c(Cl)c1	101	103	95	96	96	102	88	93	106
Cn1cc(-c2nonc2-c2c[nH]c3ccccc23)c2cc(Br)ccc21	58	25	40	43	43	42	46	30	50
O=C1CSC(c2ccccc2Cl)N1c1nnc(Cn2cnnc2)o1 (configuration not stated)	104	-33*	40	95	36	71	50	33	64
O=C(CC(=O)N1CCOCC1)N1CCOCC1	114	111	99	111	104	102	101	111	111
CC(=O)Nc1ccccc1C12NCCN(CCN1)C2=O	113	100	99	107	102	107	94	97	99
O=[N+]([O-])c1ccc(O)c(Cc2cc([N+](=O)[O-])ccc2O)c1	112&109	97	111&100	94&97	107&101	97&112	105&97	96&96	96&112
COC(=O)C(Cc1ccccc1)NS(=O)(=O)c1ccc(C)cc1 (configuration not stated)	104	94	96	105	97	99	103	102	96
COc1ccc(-c2c(N)n[nH]c2-c2ccccc2O)cc1OC	116	101	86	100	107	83	92	100	89
Cc1ccc(Nc2cc(Cl)c([N+](=O)[O-])cc2[N+](=O)[O-])cc1	47	99	22	28	42	55	96	26	86

Given with bars between the fields: 18 of the compounds above.
canonical_smiles | DU-145 | SF-295 | SF-539 | SF-268 | HCC-2998 | PC-3 | SNB-75 | U251 | SNB-19
O=C(NN1C(=O)CCC1=O)c1ccc(Nc2ncnc3c2cnn3-c2cccc(F)c2)cc1 | 113 | . | 99 | 93 | 106 | 94 | 84 | 103 | 103
CCN1CCN(C(=O)CC[C@@H](C)[C@H]2CC[C@H]3[C@@H]4CC[C@@H]5/C(=C\c6ccco6)C(=O)/C(=C\c6ccco6)C[C@]5(C)[C@H]4CC[C@]23C)CC1 | 107 | 98 | 102 | 94 | 113 | 72 | 81 | . | 93
CCCCCC/C=C\CCCCCCCCOc1cccc(CCOP(=O)(O)OCC[N+](C)(C)C)c1 | 105 | 65 | 97 | 67 | 73 | 26 | 82 | 58 | 52
CSc1nnc(N)s1 | 124 | 106 | 105 | . | 114 | 96 | 101 | 104 | 110
COc1cccc(Cc2nn3cc(-c4ccccc4)nc3s2)c1 | 94 | 103 | 102 | 89 | 104 | 97 | 100 | 99 | 102
COc1ccc(/C(=N\NC(N)=S)c2ccc(F)cc2)cc1OC | 106 | 107 | 96 | 97 | 94 | 98 | 93 | 110 | 98
Nc1nc2ccccc2c2c(=O)c3cccc(Cl)c3sc12 | 95 | 98 | 88 | 102 | 63 | 78 | 89 | 77 | 93
O=C1OC2Oc3ccccc3C(O)=C2C=C1c1ccc(F)cc1 (configuration not stated) | 112 | 98 | 114 | 93 | 131 | 91 | 116 | 93 | 102
O=C(Nc1ccccc1C(F)(F)F)C1=NCCCCN1 | 106 | 94 | 96 | 97 | 102 | 96 | 88 | 103 | 98
CCCOC(=O)c1ccc(Cl)c(Cl)c1 | 101 | 103 | 95 | 96 | 96 | 102 | 88 | 93 | 106
Cn1cc(-c2nonc2-c2c[nH]c3ccccc23)c2cc(Br)ccc21 | 58 | 25 | 40 | 43 | 43 | 42 | 46 | 30 | 50
O=C1CSC(c2ccccc2Cl)N1c1nnc(Cn2cnnc2)o1 (configuration not stated) | 104 | -33* | 40 | 95 | 36 | 71 | 50 | 33 | 64
O=C(CC(=O)N1CCOCC1)N1CCOCC1 | 114 | 111 | 99 | 111 | 104 | 102 | 101 | 111 | 111
CC(=O)Nc1ccccc1C12NCCN(CCN1)C2=O | 113 | 100 | 99 | 107 | 102 | 107 | 94 | 97 | 99
O=[N+]([O-])c1ccc(O)c(Cc2cc([N+](=O)[O-])ccc2O)c1 | 112&109 | 97 | 111&100 | 94&97 | 107&101 | 97&112 | 105&97 | 96&96 | 96&112
COC(=O)C(Cc1ccccc1)NS(=O)(=O)c1ccc(C)cc1 (configuration not stated) | 104 | 94 | 96 | 105 | 97 | 99 | 103 | 102 | 96
COc1ccc(-c2c(N)n[nH]c2-c2ccccc2O)cc1OC | 116 | 101 | 86 | 100 | 107 | 83 | 92 | 100 | 89
Cc1ccc(Nc2cc(Cl)c([N+](=O)[O-])cc2[N+](=O)[O-])cc1 | 47 | 99 | 22 | 28 | 42 | 55 | 96 | 26 | 86

Compound profiles, as listed above.
Cc1ccc(Nc2cc(Cl)c([N+](=O)[O-])cc2[N+](=O)[O-])cc1 is entered as DU-145: 47; SF-295: 99; SF-539: 22; SF-268: 28; HCC-2998: 42; PC-3: 55; SNB-75: 96; U251: 26; SNB-19: 86
COC(=O)C(Cc1ccccc1)NC(=O)CCCNC(=O)OCc1ccccc1 (configuration not stated) is entered as DU-145: 105; SF-295: 103; SF-539: 103; SF-268: 100; HCC-2998: 97; PC-3: 96; SNB-75: 90; U251: 93; SNB-19: 103

Next section:
SMILES	DU-145	SF-295	SF-539	SF-268	HCC-2998	PC-3	SNB-75	U251	SNB-19
N/C(=N\C(N)=N\c1nc2ccccc2s1)c1cnccn1	28	28	16	26	18	31	36	35	37
Cc1ccccc1/C=C1\CN(C(=O)OC(C)(C)C)C/C(=C\c2ccccc2C)C1=O	9.1*	25	31	2.7*	3.3*	22	53	0.1*	39
CC1CCC(=N\O)/C(=N/O)C1 (configuration not stated)	110&115	98&123	97&94	101&102	92&104	104&95	105&84	102&101	116&100
Cc1oc2nc[nH]c(=O)c2c1C(=O)/C=C/c1ccc([N+](=O)[O-])cc1	80	103	91	94	98	91	70	88	87
O=C(O)Cc1csc2ccccc12	112	102	109	101	106	100	101	99	.
C/C(=N/N=C(/C)c1ccccc1)c1ccccc1	109	97	.	105	98	108	94	102	88
CCCCCCCCCCNCCSS(=O)(=O)O	73	.	99	-36*	76	89	96	15	66
Fc1ccc(Oc2ccc(F)cc2)cc1	107	95	97	100	102	96	94	98	97
COc1ccc(-c2nc(-c3cn(C)c4ccccc34)cs2)cc1	109	102	106	105	.	104	108	105	105
O=C1Nc2cc(C(=O)N3CCOCC3)ccc2N2CCC[C@@H]12	104	103	94	96	102	100	82	101	104
O=C(O)C(=O)c1ccccc1	119	101	100	117	.	.	98	104	106
O=C(NCCNc1cc(-c2cn(-c3ccccc3)nc2-c2cccc(O)c2)ccn1)c1cccc(O)c1	63	62	98	58	124	.	76	58	86
Cc1cc2nc3[nH]c4ccccc4c3nc2cc1C	79	102	71	75	98	.	51	58	90
COc1cc2oc(-c3cccc(C(=O)Nc4ccccc4)c3)cc(=O)c2c(O)c1OC	66	70	19	37	90	71	22	37	58
O=C(CN1CCN(Cc2ccccc2)CC1)Nc1nc(-c2cc3ccccc3oc2=O)cs1	102	100	94	87	103	97	83	98	95
Cc1cc(C)cc(C(=O)O)c1	108	108	100	101	98	88	102	99	103
CC1OC2CC(Nc3c2ccc2c3C(=O)c3ccccc3C2=O)C1O (configuration not stated)	98&103	114&95	97&94	105&102	108&104	81&66	96&111	87&101	.
CC(C)(C)CC(C)(C)Nc1nc(NC(C)(C)CC(C)(C)C)nc(NC(C)(C)CC(C)(C)C)n1	94	93	107	95	92	79	100	86	92
Nc1cccc(-c2nc3sccn3c2-c2ccnc(NCCNS(=O)(=O)c3ccc(C(F)(F)F)cc3)n2)c1	43	47	32	35	121	52	.	52	75
COc1ccc(NC(=O)c2cccc(-c3cc(=O)c4c(OC)c(OC)c(OC)cc4o3)c2)cc1	74	66	72	72	74	61	80	86	91
O=c1/c(=C/c2ccccc2F)sc2ncnn12	74	100	105	83	105	94	73	86	95
CCOC(OCC)C(=O)c1ccccc1	106	113	88	99	112	85	94	95	103
O=[N+]([O-])c1cc2c3ccccc3ccc2c2ccccc12	107	88	90	66	111	84	62	96	106
Cn1c(=O)c2c(nc(Nc3ccccc3)n2CC(=O)Nc2ccc(F)cc2)n(C)c1=O	113	101	106	102	100	61	93	82	108
CC(C)(C)n1nnnc1C(NC12CC3CC(CC(C3)C1)C2)c1ccccc1 (configuration not stated)	107	95	104	97	102	100	90	98	101
Next entries:
SMILES	DU-145	SF-295	SF-539	SF-268	HCC-2998	PC-3	SNB-75	U251	SNB-19
O=C(/C=C/c1ccccc1)c1ccc(N=Cc2ccccc2)cc1	70	99	99	87	109	88	97	94	89
CCC(c1cccc(Br)c1)C(C(=O)O)c1ccc(OC)cc1 (configuration not stated)	116	108	104	105	94	90	96	90	104
COc1ccc(C2=C(c3c[nH]c4ccccc34)C(=O)OC2)cc1OC	105	97	87	93	103	92	78	96	94
O=S(=O)(NCCNc1nccc(-c2c(-c3cccc(F)c3)nc3occn23)n1)c1ccc(Cl)cc1	76	96	94	78	92	59	61	68	81
COc1ccc(/C=C(\C)C=O)cc1	.	107	112	.	107	107	107	105	102
CC(=O)O[C@H]1CC[C@@]2(C)[C@@H](CC[C@@H]3[C@@H]2CC(=O)[C@]2(C)[C@@H]4[C@H](C[C@@H]32)O[C@]2(CC[C@@H](C)CO2)[C@H]4C)C1	104	.	100	104	100	100	88	.	107
CCC(C)(C)C(=O)O[C@H]1C[C@@H](C)C=C2C=C[C@H](C)[C@H](CC[C@@H]3CC(SCC(=O)O)CC(=O)O3)[C@H]21 (some centres not stated)	101	114	92	96	100	87	95	90	92
O=C1NC(=O)c2cc(Cl)ccc21	109	86	100	100	93	101	68	102	.
Cc1ccc(-c2cn(CC(=O)Nc3nc4ccccc4s3)nn2)cc1	119	104	100	102	108	98	103	104	99
N#CCC(=O)Nc1sc2c(c1C(N)=O)CCCC2	105	101	104	103	102	95	96	97	103
CS(=O)(=O)O[C@H]1CO[C@H]2[C@@H]1OC[C@H]2OS(C)(=O)=O	114	.	106	111	108	99	97	95	102
O=C(O)c1ccc(-c2nn(-c3ccc(C(=O)O)cc3)cc2CNc2ncccc2F)cc1	106	97	101	92	108	105	96	104	96
Cn1cc(-c2nn3c(=O)cc(-c4ccccc4)nc3s2)c2ccccc21	98	88	89	96	107	97	102	102	87
CCN(CCO)C(C(=O)c1ccc(Cl)cc1)c1ccccc1 (configuration not stated)	118	101	117	107	110	93	.	92	103
CN1CCc2c(sc3ncnc(N/N=C/c4ccc5ccccc5c4)c23)C1	69	54	29	69	74	102	76	-4.9*	74
O=c1c2ccccc2nc2oc3ccccc3n12	108	103	114	104	107	96	83	85	100
OCC(O)CS (configuration not stated)	108	112	103	108	109	93	82	102	111
C/C=C(C)/C=N/NC(=O)C[N+](C)(C)C	119	96	102	105	120	106	97	100	116
CCOC(=O)C[C@@H](CC(=O)N[C@@H](CC(=O)N1CCn2c(nnc2C(F)(F)F)C1)Cc1cc(F)c(F)cc1F)CC(C)C	105	96	94	82	92	87	76	80	96
CCC/C=C(/C=N\NC(N)=S)CC	103	101	77	104	89	89	91	96	97
CCC(O)(CC)c1ccccc1	123	104	110	116	110	109	114	.	112
Cc1cc(C)c2c(c1)N(C)c1ncnc(N(C)C)c1CC2C (configuration not stated)	112	95	111	100	95	82	95	100	105
CCOC(=O)COC(C)C(=O)OCC (configuration not stated)	121	.	104	111	115	95	83	106	109
NS(=O)(=O)c1ccc(-n2cc(CN3CCNCC3)nn2)cc1	111	106	99	102	101	102	92	105	102

High-throughput results from PubChem.
